High-throughput results deposited in PubChem BioAssay by NCI.
Growth percent in the NCI-60 one-dose screen (48 h, 10 µM unless noted): 100 = growth as untreated, 0 = no growth, -100 = all killed.
SF-268 = SF-268 CNS cancer cells; 82,000 tested, 3.1% active; AID 1794759
PC-3 = PC-3 prostate cancer cells | 80,000 tested, 3.9% active
OVCAR-8 = OVCAR-8 ovarian cancer. 81,000 tested, 4.4% active
SF-539 = SF-539 CNS cancer; 81,000 tested, 6.8% active
DU-145 = DU-145 prostate cancer | AID 1794760 | 81,000 tested, 4.2% active
U251 = U251 CNS tumor cells; 80,000 tested, 5.4% active; AID 1794753
SNB-19 = SNB-19 CNS cancer cells | 81,000 tested, 2.5% active
SF-295 = SF-295 CNS cancer cells | AID 1794758 | 79,000 tested, 5.6% active
* hit, by the source's call. How the source made its calls: active means growth percent below 10; inactive means the rest.

Screening CN1CCN(c2nc3scc(-c4ccccc4)c3c(=O)[nH]2)CC1 returned SF-268 97, PC-3 93, OVCAR-8 106, SF-539 94, DU-145 103, U251 99, SNB-19 97 and SF-295 97.
For CC(C)[C@@]12C[C@@H](OC(=O)COC(=O)c3ccccc3)[C@@](C)(O1)[C@@H]1CC[C@@H](C)[C@H]1[C@@H]2OC(=O)/C=C/c1ccccc1 the results were SF-268 63, PC-3 74, OVCAR-8 32, SF-539 95, DU-145 101, U251 84, SNB-19 85 and SF-295 95.
For C=CCOc1ccc(C#N)cc1 the results were SF-268 97, PC-3 100, OVCAR-8 95, SF-539 98, DU-145 112, U251 99, SNB-19 98 and SF-295 112.
For C1=NC=C(/C=N/c2n[nH]c(Nc3ccccc3)n2)C1 the results were SF-268 107, PC-3 98, OVCAR-8 103, SF-539 99, DU-145 116, U251 97, SNB-19 101 and SF-295 101.
`O=Nc1c(-c2cccc([N+](=O)[O-])c2)nc2ncccn12` gave SF-268 92, PC-3 67, OVCAR-8 81, SF-539 91, DU-145 73, U251 97, SNB-19 94 and SF-295 107.
Screening CC(C)C1=NOC(=O)C1=Cc1cn(-c2ccccc2)nc1-c1ccccc1 returned SF-268 94, PC-3 68, OVCAR-8 60, SF-539 91, DU-145 81, U251 53, SNB-19 75 and SF-295 98.
For COc1cccc(/C=C\C(=O)CCN2CCCC2)c1OC the results were SF-268 96, PC-3 91, OVCAR-8 89, SF-539 103, DU-145 80, U251 77, SNB-19 89 and SF-295 113.
`CCCCN1CC(=O)N(/N=C2\C(=O)Nc3ccccc32)C1=S` gave SF-268 94, PC-3 86, OVCAR-8 92, SF-539 96, DU-145 89, U251 91, SNB-19 92 and SF-295 96.
For CCCCNC(=O)OCn1cnc2c(SCCC)ncnc21 the results were SF-268 106, PC-3 84, OVCAR-8 103, SF-539 127, U251 104, SNB-19 106 and SF-295 106.
CCOC(=O)c1csc(N/N=C/c2cn(-c3ccc(C(=O)O)cc3)nc2-c2ccc(C(=O)O)cc2)n1 was read as SF-268 99, PC-3 97, OVCAR-8 100, SF-539 100, DU-145 109, U251 102, SNB-19 96 and SF-295 96.

Part of the list above in order of SMILES length, rising:
For CCCCNC(=O)OCn1cnc2c(SCCC)ncnc21 the results were SF-268 106, PC-3 84, OVCAR-8 103, SF-539 127, U251 104, SNB-19 106 and SF-295 106.
For COc1cccc(/C=C\C(=O)CCN2CCCC2)c1OC the results were SF-268 96, PC-3 91, OVCAR-8 89, SF-539 103, DU-145 80, U251 77, SNB-19 89 and SF-295 113.
CCOC(=O)c1csc(N/N=C/c2cn(-c3ccc(C(=O)O)cc3)nc2-c2ccc(C(=O)O)cc2)n1 was read as SF-268 99, PC-3 97, OVCAR-8 100, SF-539 100, DU-145 109, U251 102, SNB-19 96 and SF-295 96.

Continued.
`COc1ccc(C2Nc3nc(-c4ccccc4)nn3C(N)=C2C#N)cc1` (stereo unspecified) gave SF-268 99, OVCAR-8 99, SF-539 98, DU-145 111, U251 91, SNB-19 101 and SF-295 100.
For CN(Cc1cnc2nc(N)nc(N)c2n1)c1cccc2c1CN(C1CCC(=O)NC1=O)C2=O (stereo unspecified) the results were SF-268 102, PC-3 99, OVCAR-8 103, SF-539 94, DU-145 107, U251 106 and SF-295 100.
Screening CN(C)S(=O)(=O)c1ccc([N+](=O)[O-])cc1[N+](=O)[O-] returned SF-268 101, PC-3 99, OVCAR-8 101, SF-539 101, DU-145 101, U251 98, SNB-19 100 and SF-295 106.
For CCN=C(NCC)c1ccc(NC(=O)Nc2ccc(NC(=O)Nc3ccc(C(=NCC)NCC)cc3)cc2)cc1 the results were SF-268 59, PC-3 85, OVCAR-8 62, SF-539 72, DU-145 58, U251 66 and SNB-19 83.
Screening O=C(NCCCOc1ccc([N+](=O)[O-])cc1Cl)OCc1ccccc1 returned SF-268 110, PC-3 94, OVCAR-8 101, SF-539 99, DU-145 110, U251 97, SNB-19 94 and SF-295 97.
`CC(=O)c1cc2c(o1)C(=O)c1ccccc1C2=O` gave SF-268 -63*, PC-3 -10*, OVCAR-8 -44*, SF-539 -99*, DU-145 -98*, U251 -81*, SNB-19 -91* and SF-295 -93*.
O=c1[nH]c2ccc(Cl)cc2cc1CSc1ccccc1Nc1nccc(-c2ccc(Cl)cc2)n1 was read as SF-268 81, PC-3 69, OVCAR-8 96, SF-539 89, DU-145 95, U251 80, SNB-19 95 and SF-295 96.
Screening COc1ccc(-c2cc(-c3nnc(SC/C(=N\O)c4ccccc4)n3-c3ccccc3)c3ccccc3n2)cc1OC returned SF-268 96, PC-3 97, OVCAR-8 101, SF-539 104, DU-145 104, U251 96, SNB-19 97 and SF-295 99.
Screening CC(C)(C)[Si](C)(C)OC1[C@@H](COC(=O)NC(=O)CCl)O[C@@H](n2cnc3c(N)ncnc32)[C@H]1O[Si](C)(C)C(C)(C)C (stereo partly specified) returned SF-268 -20*, PC-3 -60*, OVCAR-8 -7.5*, SF-539 90, DU-145 46, U251 53 and SF-295 46.
For O=C(Nc1cccc2c(NC(=O)N3CCCCC3)cccc12)N1CCCCC1 the results were SF-268 102, PC-3 103, OVCAR-8 101, SF-539 93, DU-145 103, U251 112, SNB-19 104 and SF-295 96.
`N#Cc1c(-c2ccc(Cl)cc2)n2c(nc1=O)SC(=O)C2` gave SF-268 100, PC-3 84, OVCAR-8 97, SF-539 108, DU-145 108, U251 97, SNB-19 101 and SF-295 96.
`c1ccc2c(c1)CN(CCCN1CCOCC1)C2` gave SF-268 103, PC-3 96, OVCAR-8 102, SF-539 99, DU-145 107, U251 98, SNB-19 96 and SF-295 98.
`Cc1cc(C)n(Cc2nnc(SCC(=O)Nc3ccc(S(N)(=O)=O)cc3)n2-c2ccc([N+](=O)[O-])cc2)n1` gave SF-268 101, PC-3 85, OVCAR-8 97, SF-539 99, DU-145 108, U251 96, SNB-19 90 and SF-295 100.
For CC1CCCN(CCCCOc2ccc(-c3ccc(C#N)cc3)cc2)C1 (stereo unspecified) the results were SF-268 93, PC-3 75, OVCAR-8 82, SF-539 98, DU-145 101, U251 72, SNB-19 95 and SF-295 95.
Screening Clc1ccc2c(c1)C[C@H]1C[C@@H](c3ccc(Br)s3)N2O1 returned SF-268 99, PC-3 99, OVCAR-8 99, SF-539 89, DU-145 107, U251 83, SNB-19 105 and SF-295 94.
`O=C(O)CCNC(=O)CCc1nc2c(=O)[nH]c(=S)[nH]c2[nH]c1=O` gave SF-268 102, PC-3 101, OVCAR-8 102, SF-539 98, DU-145 107, U251 107, SNB-19 100 and SF-295 99.
Screening COc1cc(-c2nn(C(=O)NCCN3CCN(C(C)=O)CC3)cc2-c2ccncc2)ccc1Cl returned SF-268 60, PC-3 87, OVCAR-8 28, SF-539 68, DU-145 95, U251 84, SNB-19 90 and SF-295 91.
Screening CN(/C(N)=N/N=C/c1c2ccccc2cc2ccccc12)C1CCCCC1 returned SF-268 72, PC-3 37, OVCAR-8 56, SF-539 74, DU-145 58, U251 48, SNB-19 72 and SF-295 46.
For CCOc1ccc(NC(=O)C(C)O)cc1 (stereo unspecified) the results were SF-268 167, PC-3 96, OVCAR-8 100, SF-539 109, DU-145 223, U251 107, SNB-19 107 and SF-295 111.
Screening Cc1ccc(CSc2nc(Cl)c(C#N)c(-c3ccc(F)cc3)n2)cc1 returned SF-268 82, PC-3 43, OVCAR-8 84, SF-539 72, DU-145 75, U251 69, SNB-19 89 and SF-295 70.
Screening COc1ccc(C2=NN(C(N)=O)C(c3cn(-c4ccccc4)nc3-c3ccccc3)C2)cc1 (stereo unspecified) returned SF-268 84, PC-3 43, OVCAR-8 92, SF-539 95, DU-145 109, U251 79, SNB-19 85 and SF-295 70.
COC(=O)/C=C/c1cc(OC(C)=O)c2c(c1)[C@@H](C(=O)OC)[C@H](c1ccc(OC(C)=O)c(OC(C)=O)c1)O2 was read as SF-268 24, PC-3 14, OVCAR-8 11, SF-539 -24*, DU-145 -9.8*, U251 18, SNB-19 35 and SF-295 24.
COc1ccc2c(=O)c(OC)c(-c3cc(OC)c(OC)c(OC)c3)oc2c1 was read as SF-268 100, PC-3 68, SF-539 92, DU-145 109, U251 96, SNB-19 93 and SF-295 113.
For O/N=C(/CSc1nnc(-c2cc(-c3ccc(Cl)cc3)nc3ccccc23)o1)c1ccccc1 the results were SF-268 84, PC-3 79, OVCAR-8 90, SF-539 99, DU-145 91, U251 83, SNB-19 94 and SF-295 84.
For COc1ccc(/C=N/NC(=O)COc2ccc3c(C)c(Cc4ccccc4)c(=O)oc3c2C)cc1 the results were SF-268 89, PC-3 81, OVCAR-8 84, SF-539 87, DU-145 96, U251 89, SNB-19 93 and SF-295 86.
`S=C(NCNC(=S)c1ccncc1)c1ccncc1` gave SF-268 115, PC-3 99, OVCAR-8 104, SF-539 98, DU-145 126, U251 105, SNB-19 97 and SF-295 115.
For Cc1cc(C)n(-c2nc(-c3cccs3)c(C#N)c(=O)[nH]2)n1 the results were SF-268 82, PC-3 94, OVCAR-8 102, SF-539 97, DU-145 101, U251 91, SNB-19 96 and SF-295 92.
Nc1ccc(-c2cn3c(n2)SCC3)cc1 was read as SF-268 94, PC-3 95, OVCAR-8 97, SF-539 94, DU-145 92, U251 91, SNB-19 101 and SF-295 96.
`NNC1=NC(c2cccc([N+](=O)[O-])c2)c2sc3ccc(Cl)cc3c2N1` (stereo unspecified) gave SF-268 98, PC-3 85, OVCAR-8 102, SF-539 101, DU-145 109, U251 104, SNB-19 101 and SF-295 103.
NC(=S)N/N=C\c1cccc(/C=N/NC(N)=S)c1 was read as SF-268 99, PC-3 92, OVCAR-8 105, SF-539 100, DU-145 106, U251 94, SNB-19 102 and SF-295 101.

By substructure, the entries above containing an NH in an aromatic ring
Screening CN1CCN(c2nc3scc(-c4ccccc4)c3c(=O)[nH]2)CC1 returned SF-268 97, PC-3 93, OVCAR-8 106, SF-539 94, DU-145 103, U251 99, SNB-19 97 and SF-295 97.
For C1=NC=C(/C=N/c2n[nH]c(Nc3ccccc3)n2)C1 the results were SF-268 107, PC-3 98, OVCAR-8 103, SF-539 99, DU-145 116, U251 97, SNB-19 101 and SF-295 101.
O=c1[nH]c2ccc(Cl)cc2cc1CSc1ccccc1Nc1nccc(-c2ccc(Cl)cc2)n1 was read as SF-268 81, PC-3 69, OVCAR-8 96, SF-539 89, DU-145 95, U251 80, SNB-19 95 and SF-295 96.
`O=C(O)CCNC(=O)CCc1nc2c(=O)[nH]c(=S)[nH]c2[nH]c1=O` gave SF-268 102, PC-3 101, OVCAR-8 102, SF-539 98, DU-145 107, U251 107, SNB-19 100 and SF-295 99.
For Cc1cc(C)n(-c2nc(-c3cccs3)c(C#N)c(=O)[nH]2)n1 the results were SF-268 82, PC-3 94, OVCAR-8 102, SF-539 97, DU-145 101, U251 91, SNB-19 96 and SF-295 92.

Following part.
For N/C(=N\C(N)=N\c1nc2ccccc2s1)c1ccccn1 the results were SF-268 109, PC-3 103, OVCAR-8 111, SF-539 99, DU-145 104, U251 107, SNB-19 95 and SF-295 107.
Screening Cc1[nH]c(-c2nc3ccccc3[nH]2)c(C)c1C(=O)N1CCCC1 returned SF-268 100, PC-3 100, OVCAR-8 100, SF-539 100, DU-145 107, U251 97, SNB-19 95 and SF-295 99.
`CC/C=C\CO[C@H]1Cc2cc3ccc(=O)oc3cc2OC1(C)C` gave SF-268 102, PC-3 94, OVCAR-8 99, SF-539 100, DU-145 109, U251 93, SNB-19 100 and SF-295 98.
`COc1ccc(Nc2ncnc3c2c(C)nn3-c2ccc([N+](=O)[O-])cc2)cc1` gave SF-268 98, PC-3 98, OVCAR-8 94, SF-539 98, DU-145 103, U251 102, SNB-19 99 and SF-295 93.
`Cc1nc(Cl)sc1[C@H](O)COS(N)(=O)=O` gave SF-268 102, PC-3 103, OVCAR-8 100, SF-539 98, DU-145 113, U251 104, SNB-19 104 and SF-295 98.
For COc1cc(C2=NN(C(C)=O)C(c3cc(OC)c(OC)c(OC)c3)C2)ccc1O (stereo unspecified) the results were SF-268 36, PC-3 13, OVCAR-8 25, SF-539 -31*, DU-145 -1.9*, U251 7.9*, SNB-19 35 and SF-295 -56*.
`CCC(=O)Cc1cccnc1` gave SF-268 98, PC-3 96, OVCAR-8 106, SF-539 101, DU-145 104, U251 105, SNB-19 101 and SF-295 101.
`Nc1c(C(=O)Nc2ccccc2)cc(-c2nc3ccccc3s2)c(=O)n1NS(=O)(=O)c1ccc(Cl)cc1` gave SF-268 100, PC-3 101, OVCAR-8 107, SF-539 98, DU-145 110, U251 103, SNB-19 101 and SF-295 105.
Screening O=[N+]([O-])c1ccccc1-c1nc2ccccc2s1 returned SF-268 99, PC-3 87, OVCAR-8 100, SF-539 96, DU-145 110, U251 94, SNB-19 107 and SF-295 125.
`O=c1nc(N2CCOCC2)oc2c(-c3cccs3)cccc12` gave SF-268 95, PC-3 83, OVCAR-8 95, SF-539 98, DU-145 102, U251 95, SNB-19 94 and SF-295 101.
Screening O=C1CCN(c2cccc(Cl)c2)C(=S)N1 returned SF-268 105, PC-3 101, OVCAR-8 102, SF-539 102, DU-145 109, U251 98, SNB-19 94 and SF-295 99.
For CC(=O)c1cc2c(N)c(C(=O)Nc3ccccc3Cl)sc2nc1C the results were SF-268 87, PC-3 93, OVCAR-8 101, SF-539 105, DU-145 102, U251 101, SNB-19 104 and SF-295 98.
`O=C(CC1C(=O)c2ccccc2C1=C1C(=O)c2ccccc2C1=O)c1ccccc1` (stereo unspecified) gave SF-268 104, PC-3 92, OVCAR-8 95, SF-539 91, U251 92, SNB-19 100 and SF-295 102.
CCOC(=O)c1cc(C(=O)c2cc(OC)cc(OC)c2)n2c1ccc1c3ccccc3ccc12 was read as SF-268 87, PC-3 63, OVCAR-8 74, SF-539 80, DU-145 81, U251 63, SNB-19 84 and SF-295 81.
N/C=N/O was read as SF-268 98, PC-3 98, OVCAR-8 100, SF-539 111, DU-145 110, U251 97, SNB-19 107 and SF-295 112.
CN(C)CCC/C=N/Nc1ccc(Cl)cc1[N+](=O)[O-] was read as SF-268 100, PC-3 91, OVCAR-8 101, SF-539 114, DU-145 108, U251 90, SNB-19 104 and SF-295 97.
Screening COc1ccc(-c2cccc3cc4c(cc23)OCO4)cc1 returned SF-268 92, PC-3 79, OVCAR-8 90, SF-539 95, DU-145 100, U251 84, SNB-19 92 and SF-295 94.

Rows are unselected; overall some 9.2% were active at least once.
